p47phox inh – p47phox/p22phox peptide binding inhibitors, primary screen, biochemical, uHTS, NADPH oxidase regulatory subunit | Neutrophil cytosol factor 1 (Homo sapiens), P14598 | fluorescence polarization, 2 h | inhibition, % at 24.7 µM | 0.53% of 220,000 active;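 active means inhibition above about 30%, limit read from the data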;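 further: 0% = p47phox with labelled peptide and 100% = labelled peptide alone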
CHOP inhibitor – inhibitors of CHOP promoter induction, primary screen, cell-based, unfolded protein response, luciferase reporter. 3.8% of 220,000 active. inhibition, % at 10 µM. CHO-K1 CHOP-promoter luciferase, tunicamycin-induced, 15-18 h;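 active means compounds that reduced the stress-induced luciferase reporter signal by more than about 70% of percent inhibition, limit read from the data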;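 further: 0% = tunicamycin plus vehicle and 100% = wells without tunicamycin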
TNF death inh – inhibitors of TNF-alpha triggered necroptosis, primary screen, cell-based, Jurkat FADD-/-, single concentration | Jurkat FADD-/- TNF necroptosis rescue, ATP luminescence, 24 h; 0 = TNF only, 100 = no-TNF cells | activation (protection from cell death), % at 10 µM | 0.068% of 220,000 active | AID 463075, 2010;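 active means activation, meaning protection from cell death, of at least 50% relative to plate controls; inactive means activation below 50%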;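 further: necroptosis triggered by 40 ng/mL TNF-alpha added together with compound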
PPC-1+TRAIL kill – compounds killing PPC-1 cancer cells with TRAIL present, primary screen, TRAIL potentiator project, ATPLite luminescence, uHTS; PPC-1 cells + TRAIL, ATPLite viability luminescence; cell killing (% activity), % at 4 µM; 0.41% of 220,000 active;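 active means cell killing above 50% in the first pass at 4 µM, then a duplicate retest at 5 µM averaging 50% or more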;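 further: plate controls were cells with TRAIL plus DMSO for no effect and medium-only wells lacking cells for full effect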
TRPML3 ag – human TRPML3 channel agonists, primary screen, cell-based, HEK293 TRPML3-YFP, Fluo-8 calcium fluorescence, 3 µM; Mucolipin-3 (Homo sapiens), Q8TDD5; 0.29% of 220,000 active; activation, % at 3 µM; 100% = the carbachol control signal;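 active means activation above its plate's cutoff, the mean activation of the plate's test wells plus 3 SD, cut at about 12% in these data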;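 further: 0% = DMSO only wells and 100% = carbachol wells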
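Material: HEK293 cells stably carrying human TRPML3-YFP; compound dosing: single dose, 3 µM final nominal compound, 0.3% DMSO final; incubation: 1-h 37 °C dye load, 5-s basal, 120-s post-compound reads; technique: Fluo-8 intracellular calcium fluorescence, excitation 470-495 nm, emission 515-575 nm; read-out basis: percent activation from peak-to-basal fluorescence ratio, scaled between DMSO and carbachol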
zfTRPN1 agonist – zebrafish TRPN1 channel agonists, primary screen, cell-based, HEK293, calcium fluorescence; transient receptor potential cation channel N1 (TRPN1/NompC), Danio rerio; HEK293 zebrafish TRPN1-YFP, Fluo-8 calcium fluorescence; 100% = response to 87 µM carbachol; activation, % at 3 µM; 0.18% of 220,000 active; AID 1424, 2008;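 active means activation above its plate's cutoff, the mean activation of test wells on that plate plus 3 SD, cut at about 19% in these data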;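 further: 0% = DMSO alone and 100% = 87 µM carbachol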
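Material: zebrafish TRPN1-YFP in HEK293 cells. Doses: one dose of 3 µM, 0.3% DMSO. Incubation: dye 1 h 37 °C plus 30 min RT. Measured by: intracellular calcium fluorescence with Fluo-8.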
EBV gp42 block – Epstein-Barr virus gp42 inhibitors, primary screen, biochemical, uHTS, fluorescence polarization; Fluorescence polarization binding assay, mP read-out; inhibition, % (tested at 21.74 µM); 0.42% of 220,000 active; AID 1085, 2008; in the data active means inhibition above about 50%
Target sequence (Q1HVG2 whole entry, looked up): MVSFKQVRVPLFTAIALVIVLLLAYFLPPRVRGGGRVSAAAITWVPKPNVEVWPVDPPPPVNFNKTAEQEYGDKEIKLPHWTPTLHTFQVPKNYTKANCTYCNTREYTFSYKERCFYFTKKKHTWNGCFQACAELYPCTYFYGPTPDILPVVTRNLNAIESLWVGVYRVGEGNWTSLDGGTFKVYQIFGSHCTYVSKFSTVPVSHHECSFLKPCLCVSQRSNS
MDM2 E3 inh – MDM2-luciferase reporter signal enhancers, primary screen, MDM2 E3 ligase inhibitor project, cell-based, luminescence, 1536-well | E3 ubiquitin-protein ligase Mdm2 (Homo sapiens), Q00987 | 0.11% of 210,000 active | AID 1230, 2008 | cell-based MDM2 ubiquitination luciferase reporter, 2 h; 0 = plate control, 100 = twice control, blank-subtracted | signal enhancement, % at 5 µM;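 active means signal enhancement of 30% or more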;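 further: luminescence tracks abundance of the self-degrading MDM2-luciferase fusion protein; higher signal means inhibition of MDM2 E3 ligase activity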
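Buffer or medium: Cells held in DMEM | Assay system: Stable mammalian line carrying autodegrading MDM2–luciferase fusion reporter | Quantity: 2000 cells/well | Times: 4 h settle plus 2 h compound, 37 °C | Doses: One concentration, 5 µM, with 0.2% DMSO | Technique: Luminescence with SteadyLite reagent, 15 min at room temperature | Benchmarks: Plate controls and plate blanks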
Runt-SMMHC FRET – inhibitors of RUNX1 Runt–CBFb-SMMHC binding, primary screen, biochemical, FRET, Cerulean-Runt, Venus-CBFb-SMMHC, uHTS. Runt-related transcription factor 1 (Homo sapiens) + Core-binding factor subunit beta …. Cerulean-Runt/Venus-CBFb-SMMHC FRET ratio 530/480, 1 h. inhibition, % at 20 µM. 0.74% of 220,000 active. AID 1434, 2008;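 active means mean inhibition across duplicate retests at 20 µM reaching about 50%, limit read from the data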;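 further: 0% = DMSO wells and 100% = wells with excess untagged CBFb-SMMHC; inhibitors lower the FRET ratio by blocking Runt binding to CBFb-SMMHC; some results filed as inactive read as strong as hits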
Target sequence (Q01196 whole entry, looked up): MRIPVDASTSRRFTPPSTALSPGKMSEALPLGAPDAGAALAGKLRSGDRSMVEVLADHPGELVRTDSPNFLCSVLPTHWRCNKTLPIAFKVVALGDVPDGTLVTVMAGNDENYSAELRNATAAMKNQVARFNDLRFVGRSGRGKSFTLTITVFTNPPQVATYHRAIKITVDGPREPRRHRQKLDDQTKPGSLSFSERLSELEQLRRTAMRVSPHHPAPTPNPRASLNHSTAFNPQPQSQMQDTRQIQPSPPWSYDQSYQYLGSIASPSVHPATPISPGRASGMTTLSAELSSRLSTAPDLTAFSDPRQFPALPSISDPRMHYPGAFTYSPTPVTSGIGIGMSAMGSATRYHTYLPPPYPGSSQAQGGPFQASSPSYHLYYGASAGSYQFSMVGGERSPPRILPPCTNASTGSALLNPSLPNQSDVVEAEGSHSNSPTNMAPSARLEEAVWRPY
Target sequence (Q13951 whole entry, looked up): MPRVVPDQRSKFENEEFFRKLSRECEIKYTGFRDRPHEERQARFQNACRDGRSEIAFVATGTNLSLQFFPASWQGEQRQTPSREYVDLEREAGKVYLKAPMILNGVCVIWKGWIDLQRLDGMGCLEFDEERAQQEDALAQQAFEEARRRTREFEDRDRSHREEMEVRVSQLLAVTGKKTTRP
* hit, by the source's call; x = not tested or not shown; & = joins results of further samples; [ ] = remark or other dose.

SMILES	p47phox inh	CHOP inhibitor	TNF death inh	PPC-1+TRAIL kill	TRPML3 ag	zfTRPN1 agonist	EBV gp42 block	MDM2 E3 inh	Runt-SMMHC FRET
CC(C)NS(=O)(=O)c1ccc(OCC(=O)N2CCN(C)CC2)cc1	-10	5	0.8	8	-0.3	0.6	-9	-12	-2
Cc1ccccc1CN1CCN(C(=O)Cc2ccccc2)CC1	4	7	2.3	-4	-0.1	-1.6	-12	-10	-3
Cc1cccc(-n2c(C)nc3ccccc3c2=O)n1	-20	13	-2.1	10	0.3	-0.5	-19	0	3
CC(Cc1ccccc1)NC(=O)NC(C)Cc1ccccc1 (stereo unspecified)	-7	-18	0.7	-8	0.2	-0.6	-1	-29	-2
COc1cc(/C=C2\C(=O)NC(=O)N(c3ccccc3)C2=O)cc(OC)c1O	-6	53	1.0	10	0.9	1.3	-61	-12	2
COc1cc(C2SCC(=O)Nc3c2c(C)nn3-c2ccccc2)cc(OC)c1OC (stereo unspecified)	-1	14	0.0	22	1.1	0.3	-9	-81	-4
COP(=O)(C#Cc1ccccc1)C(O)c1ccc(Br)cc1 (stereo unspecified)	-8	-6	-0.2	-12	0.8	1.6	-6	7	2
O=c1c2ccccc2nc(-c2ccccc2)n1-c1cccc(O)c1	0	1	-2.2	-18	1.0	2.8	-4	-8	4
O=c1[nH]c(=S)n(-c2ccc(F)cc2)c(O)c1/C=N/N1CCOCC1	-74	-7	-1.5	-9	0.4	1.3	-15	-6	-2
Cc1nc2cc(C(F)(F)F)ccc2n1C1CCN(Cc2nnnn2Cc2cccs2)CC1	2	28	-1.1	-5	4.0	6.3	-7	-10	-8
O=C(COc1ccccc1)N1CCN(Cc2c[nH]c3ccccc23)CC1	-10	-6	0.2	-5	0.3	1.9	-16	-16	-4
COC(=O)c1ccc(CN2CCN(Cc3ccccc3)CC2)cc1	-4	13	0.6	13	0.9	0.2	-13	-8	1

Compound profiles (already shown). Values in the order: p47phox inh, CHOP inhibitor, TNF death inh, PPC-1+TRAIL kill, TRPML3 ag, zfTRPN1 agonist, EBV gp42 block, MDM2 E3 inh, Runt-SMMHC FRET
O=c1c2ccccc2nc(-c2ccccc2)n1-c1cccc(O)c1 is listed with 0, 1, -2.2, -18, 1.0, 2.8, -4, -8, 4
CC(C)NS(=O)(=O)c1ccc(OCC(=O)N2CCN(C)CC2)cc1 is listed with -10, 5, 0.8, 8, -0.3, 0.6, -9, -12, -2
Cc1ccccc1CN1CCN(C(=O)Cc2ccccc2)CC1 is listed with 4, 7, 2.3, -4, -0.1, -1.6, -12, -10, -3
COP(=O)(C#Cc1ccccc1)C(O)c1ccc(Br)cc1 (stereo unspecified) is listed with -8, -6, -0.2, -12, 0.8, 1.6, -6, 7, 2
COC(=O)c1ccc(CN2CCN(Cc3ccccc3)CC2)cc1 is listed with -4, 13, 0.6, 13, 0.9, 0.2, -13, -8, 1

Going on with the list.
SMILES	p47phox inh	CHOP inhibitor	TNF death inh	PPC-1+TRAIL kill	TRPML3 ag	zfTRPN1 agonist	EBV gp42 block	MDM2 E3 inh	Runt-SMMHC FRET
Cn1c(C(=O)O)c(CC(=O)N2CCN(Cc3ccccc3)CC2)c2ccccc21	-2	36	-0.2	5	1.4	0.7	-23	3	-2
OCC#CC[N+]1(CC#Cc2ccccc2)CCOCC1	-7	-13	-1.0	18	0.8	0.6	-2	-65	-1
O=c1[nH]c(=O)n(CCC2=CCCCC2)c(O)c1C=Nc1cccc(F)c1	-18	1	-1.7	6	0.2	0.9	-14	-4	0
CCN1C(=O)C(=C/C=C/c2ccco2)C(=O)N(CC)C1=S	-300	-11	-8.7	2	5.6	5.7	-44	47*	4
Cc1cccn2c(=O)c3c(nc12)N1CCc2ccccc2C1C1(C3)C(=O)NC(=O)N(C)C1=O (stereo unspecified)	-15	25	-8.9	-2	0.8	0.4	-12	-13	-5
C[C@H]1CCCC(=O)CCC/C=C/c2cc(O)cc(O)c2C(=O)O1	0	44	1.2	0	0.8	0.7	-5	-10	-3
COc1ccc(CCNCc2ccccn2)cc1OC	-1	-13	-0.4	-13	0.6	0.3	-10	-3	0
S=C1Nc2ccccc2Sc2ccccc21	-17	10	-1.9	9	-0.3	-2.4	-7	0	1
CCOC(C(=O)OCCC[N+](C)(CC)CC)(c1ccccc1)c1ccccc1	-19	-3	0.7	12	0.7	0.1	-21	-13	-1
Cc1ccc(C(=O)O)cc1N=Nc1c(O)[nH]c(=O)[nH]c1=O	-2	-2	0.3	7	1.1	1.2	-3	-9	-8
C=C1C(=O)O[C@@H]2C[C@@H](C)[C@@H]3C=CC(=O)[C@@]3(C)[C@@H](O)[C@H]12	-8	107*	53*	60*[5 µM]	x	x	-19	53*	1
O=c1[nH]c(=O)n(C2CCCCC2)c(O)c1C1NCCc2ccccc21 (stereo unspecified)	-5	10	-2.4	9	0.8	0.1	-3	-3	-4
Clc1ccc(-c2nc3ccc(Cl)cn3c2CN2CCOCC2)cc1	-3	7	-3.8	31	-0.2	0.1	-7	-16	-6
O=C(Nc1ccc(F)cc1F)c1cccn(Cc2ccccc2)c1=O	-4	27	-2.5	15	1.2	5.0	-8	5	-2
COc1ccc(C)cc1NC1=NCCCS1	9	2	0.5	6	0.7	1.1	0	-11	0
O=c1c2ccccc2nc(CNCc2ccco2)n1-c1ccc(F)cc1	-23	8	0.5	-17	0.7	-0.1	7	6	-4
O=C(c1ccc2c(c1)OCO2)C1CCCN(Cc2ccccn2)C1 (stereo unspecified)	2	-4	1.3	-7	0.1	0.6	2	-3	1
CN(C(=O)Oc1ccc(C(C)(C)C)cc1)c1ccccc1	-11	-32	1.3	-15	0.4	0.1	0	-6	0
S=C=Nc1ccccn1	-3	-10	0.0	4	1.3	-0.8	6	-6	2
COc1ccc(CN2CCN(c3ccccc3)CC2)c(C)c1C	-13	80*	2.1	7	-1.7	-2.3	-19	-17	1
Cc1ccc(-n2c(C)cc(/C=C3/C(=O)NC(=O)N(Cc4ccco4)C3=O)c2C)cc1	-89	23	-1.5	4	0.3	1.8	12	-8	-94
O=c1c2ccccc2nc(Cc2ccccc2)n1-c1ccc(O)cc1	-11	13	0.4	-12	0.9	0.5	-23	-10	3
C=CCn1c(O)c(C=Nc2c(C)n(C)n(-c3ccccc3)c2=O)c(=O)[nH]c1=O	-10	0	4.5	-13	-0.2	1.7	-34	-6	-5
CN1C(=O)C(=Cc2ccccc2Oc2ccc(Cl)c(F)c2)C(=O)N(C)C1=O	-2	1	-0.8	8	-0.5	-0.4	-1	-19	2
CCOc1ccc(N2C(=O)/C(=C\c3cccs3)C(=O)NC2=S)cc1	15	106*	-1.4	-2	-0.1	-0.7	-28	-28	40
CN(C)CC1CSCCC1(O)c1ccc(C(F)(F)F)cc1 (stereo unspecified)	-13	-33	1.9	17	1.0	1.7	-6	-2	2
O=C(C1CCC(=O)N1Cc1ccc(F)cc1)N1CCC2(CC1)OCCO2 (stereo unspecified)	-10	-19	-2.4	11	0.7	0.5	-9	-9	-2
CCN1CCN(S(=O)(=O)c2ccc(Cl)nc2)CC1	-8	24	-2.1	0	0.1	0.5	-5	-13	-1
CCCC(C)(COC(N)=O)COC(=O)NC(C)C (stereo unspecified)	-7	18&-29	0.2	7	1.1	0.8	-8	x	4
O=c1[nH]c(=O)n(C2CCCCCC2)c(O)c1C=NCC1CCCO1 (stereo unspecified)	-11	14	0.2	-8	1.1	1.6	-3	-17	-1
COc1ccccc1OP(=O)(Nc1cccnc1)Oc1ccccc1OC	-8	29	-6.3	6	-0.6	1.6	-4	-18	-4
O=C(Cn1c(=O)c(C(F)(F)F)nc2ccccc21)N1CCC2(CC1)OCCO2	-9	28	0.6	2	1.3	1.9	6	-1	-16
CN(C)C(=O)Oc1c(Cl)cc(Cl)c2cccnc12	-8	16	0.0	8	-0.6	-0.4	-1	-6	4
O=C1NC(=O)N(c2ccc3c(c2)OCO3)C(=O)/C1=C\c1ccc(N2CCCCC2)o1	-51	-2	-0.2	14	0.8	0.6	-325	-10	-131
CCCCn1c(O)c(/C(C)=N/NC(=O)Nc2ccccc2)c(=O)[nH]c1=O	-10	0	0.0	12	-1.3	-2.4	-8	-12	3
c1ccc2c(NC3=NCCS3)cccc2c1	-13	11	-1.9	15	-0.6	-1.3	-8	-16	1
CCOC(=O)C1(Cc2ccc(Cl)cc2)CCN(C(C)CCn2cccn2)CC1 (stereo unspecified)	-5	26	3.2	14	0.7	-0.1	-15	-12	2
Cc1cc(/C=C2\C(=O)NC(=O)N(c3cccc(Br)c3)C2=O)c(C)n1C	-174	13	0.6	17	0.4	0.2	111*	-3	-155
COc1ccccc1/C=N/N=C(/N)N[N+](=O)[O-]	-7	-8	-1.8	-33	-0.2	0.2	-14	-11	-3
COc1ccc(OCC(=O)N2CCN(C3CCC(c4ccccc4)CC3)CC2)cc1 (stereo unspecified)	-3	16	2.5	6	0.2	-2.1	10	-7	3
CC1CN(O)C2CCc3nonc3C12O (stereo unspecified)	-42	1	-3.1	27	1.1	-1.2	-21	-14	3

Pulled by structure from above:
SMILES	p47phox inh	CHOP inhibitor	TNF death inh	PPC-1+TRAIL kill	TRPML3 ag	zfTRPN1 agonist	EBV gp42 block	MDM2 E3 inh	Runt-SMMHC FRET
CCOC(=O)C1(Cc2ccc(Cl)cc2)CCN(C(C)CCn2cccn2)CC1 (stereo unspecified)	-5	26	3.2	14	0.7	-0.1	-15	-12	2
COc1ccc(OCC(=O)N2CCN(C3CCC(c4ccccc4)CC3)CC2)cc1 (stereo unspecified)	-3	16	2.5	6	0.2	-2.1	10	-7	3
COc1ccccc1/C=N/N=C(/N)N[N+](=O)[O-]	-7	-8	-1.8	-33	-0.2	0.2	-14	-11	-3

Source: PubChem BioAssay (several laboratories)

These rows are one share of the data, so the mix of outcomes need not match the whole.
